M1AAP inhibition: P. falciparum M1AAP inhibitors, biochemical, fluorogenic H-Leu-NHMec substrate, 1536-well (AID 1445) | 220,000 tested, 0.42% active | recombinant M1AAP, H-Leu-NHMec fluorogenic kinetic assay; higher % means a stronger effect | inhibition, % at 30 µM, or IC50 in µM where a hit was titrated | Aminopeptidase N (Plasmodium falciparum (isolate 3D7));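 active = primary inhibition above the hit cutoff, then over 50% inhibition at one or more dose response concentrations, cut at about 23% in these data, passing the limit was not always enough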;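 note: plate controls were DMSO full reaction for no effect and no enzyme background for full effect; strong numbers were not always called active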
P. falciparum M17LAP: P. falciparum M17LAP inhibitors, primary screen, biochemical, fluorogenic H-Leu-NHMec substrate, 1536-well (AID 1619); Leucine aminopeptidase (Plasmodium falciparum (isolate 3D7)); recombinant M17LAP, H-Leu-NHMec fluorogenic kinetic assay; higher % means a stronger effect; inhibition, % at 30 µM, or IC50 in µM where a hit was titrated; 220,000 tested, 0.38% active;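 active = compound inhibiting the enzyme by more than half at any dose during confirmatory dose-response retesting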;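 note: plate controls were full reaction with DMSO carrier for no effect and no enzyme background for full effect; strong numbers were not always called active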
Dynein cargo inh: inhibitors of GR-EGFP nuclear translocation, primary screen, dynein cargo transport inhibitor project, imaging, high-content, 3617.4 mouse cells. test concentration mostly 20 µM; stimulated with dexamethasone, 1 µM; hits give low values. AID 1381, 2008. z-score, hits read low. 220,000 tested, 0.47% active;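 active = plate z-score of nuclear minus cytoplasmic receptor signal below a set negative limit, without overly bright fluorescence or cell loss, cut at about -3.5 in these data, passing the limit was not always enough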;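 note: z-score of nuclear minus cytoplasmic ring GR-EGFP intensity difference per well; some compounds called inactive have numbers as strong as hits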
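Buffer or medium: Induction medium lacking tetracycline, stripped serum | Also added: Dexamethasone agonist, 1.0 µM final, for 30 min | Timing: 48 h induction, 1 h compound, 30 min dex at 37 °C | Detection: Formaldehyde fixation, Hoechst nuclear stain, 10x automated fluorescence imaging | Measure: Nuclear versus cytoplasmic GR-EGFP signal, averaged per well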
Autophagy HCS: autophagy modulators in MEF cells, primary screen, imaging, high-content, MEF GFP-LC3; MEF GFP-LC3 puncta imaging; test concentration mostly 10 µM; calls only at 10 µM (by protocol); 190,000 tested, 0.98% active;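 active = percentage of spot-positive cells more than 3 SD above its plate mean, without a fluorescence outlier flag or 80% toxicity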;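 note: spot-positive cell cutoff set from DMSO-treated cells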
Yfh1-depleted yeast: enhancers of respiration in Yfh1-depleted yeast, dose response, Friedreich's ataxia, plus single-dose screen (AID 1465); S. cerevisiae Yfh1-off respiration, WST-1 reduction, 72 h; higher fold induction means a stronger effect; one-dose fold induction at 50 µM; EC50 in µM for titrated hits; 220,000 tested, 0.074% active;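 active = fold induction of absorbance versus untreated yeast above a set limit, then at least 30% activation at any dose in follow-up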;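 note: activators that raise dye reduction in frataxin-depleted yeast; strong numbers were not always called active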
b-catenin transl: modulators of beta-catenin nuclear translocation, primary screen, imaging, HeLa cells, immunofluorescence, high-content | 190,000 tested, 0.3% active | AID 1665, 2009 | nuclear translocation activity, % at 5 µM;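 active = nuclear translocation activity above 50% at 5 µM, with a well cell count of 50 or more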;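 note: per-cell ratio of nuclear to cytoplasmic median beta-catenin stain intensity; plate controls were DMSO negative control for no effect and GSK-3 inhibitor IX positive control for full effect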
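Assay system: human HeLa cells, native beta-catenin; doses: 5 µM primary, 0.02–20 µM confirmation; incubation: compound treatment 24 h, 37°C, 5% CO2; technique: fluorescence imaging of beta-catenin antibody stain plus DAPI; measure: % activation, nuclear-to-cytoplasmic median beta-catenin signal ratio per cell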
T cell modulator: modulators of CD8 T cell-vesicle binding, primary screen, mouse 2C CD8+ T cells, flow cytometry. calls only at 7 µM. 2C CD8+ T cell-vesicle binding; hits give low values. AID 2052, 2009. 330,000 tested, 0.068% active;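 active = response, share of CD8 T cells binding vesicles, and their 90th percentile fluorescence all below set limits, cut at about 80% in these data, passing the limit was not always enough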
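Material: murine 2C transgenic CD8+ T lymphocytes / Also added: QL9-peptide-loaded Drosophila micro-vesicles bearing Ld, ICAM-1 and B7-1 / Schedule: binding step 1.5 h, 37 °C, antibody labelling 20 min, ice / Signal: flow cytometry, PE anti-B7-1 (FL2) versus Alexa647 anti-CD8 (FL8), PFA-fixed / Evaluation: percent CD8+ FL2 mean versus row control / Benchmarks: naked versus QL9-loaded vesicles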
WT yeast gro inh: growth inhibition of WT strain, primary screen, mitochondrial fusion inhibitor project, WT and mutant strains, chemical genetic. mitochondrial fusion phenotypic screen. inhibition, % at 10 µM. 190,000 tested, 2.1% active; in the data active = inhibition above about 58%; tested in S. cerevisiae
MT stabilizer: microtubule stabilizers in HeLa cells, primary screen, imaging, high-content imaging | HeLa tubulin immunostaining HCS, 24 h; share of cells brighter than vehicle mean+2SD | % tubulin-high responders, % at 10 µM | 200,000 tested, 0.83% active | AID 2205, 2009;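 active = plate Z-score above 3 for both tubulin-high and condensed-nucleus cell shares, with cell loss under 80%, at 10 µM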;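 note: anti alpha tubulin signal scored within the nucleus-defined area of each cell; some results filed as inactive read as strong as hits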
WT yeast gro inh mutant strain: further read-out of WT yeast gro inh, marked with its call; inhibition, %; mitochondrial fusion phenotypic screen, mutant strain inhibition
Dynein cargo inh cytoplasmic EGFP: further read-out of Dynein cargo inh, marked with its call; z-score; measured here: cytoplasmic GR-EGFP intensity; hits give high values
Dynein cargo inh nuclear GR-EGFP: further read-out of Dynein cargo inh, marked with its call; z-score; measured here: nuclear GR-EGFP intensity;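 lower value marks the stronger effect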
Dynein cargo inh cell count: recorded beside Dynein cargo inh, whose call it bears; z-score; measured here: cell count per field
b-catenin transl cell count 5 µM: recorded beside b-catenin transl, whose call it bears; cell count; measured here: cell count, cytotoxicity flag
T cell modulator vesicle-bound %: recorded beside T cell modulator, whose call it bears; double positive events, %; measured here: CD8+ vesicle-bound cell fraction;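 binding gate set so that unloaded-vesicle control wells show 10% double positive cells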
MT stabilizer Hoechst-high %: also measured in MT stabilizer; calls as there; % Hoechst-high responders; measured here: nuclear condensation Hoechst responders;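 share of cells brighter than vehicle mean plus two SD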
MT stabilizer cytotoxicity %: also measured in MT stabilizer; calls as there; toxicity, %; measured here: cytotoxicity by cell density;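 0% = mean cell density of plate MIN control wells and 100% = no cells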
Autophagy HCS cell loss 18 h: recorded beside Autophagy HCS, whose call it bears; toxicity, %; measured here: cell loss, nuclei count;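 cell loss after 18 h compound exposure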
* marks the source's active call; other numbers are inactive results; i = inactive; nt = not tested or not shown.

SMILES	M1AAP inhibition	P. falciparum M17LAP	Dynein cargo inh	Dynein cargo inh cytoplasmic EGFP	Dynein cargo inh nuclear GR-EGFP	Dynein cargo inh cell count	Autophagy HCS	Autophagy HCS cell loss 18 h	Yfh1-depleted yeast	b-catenin transl	b-catenin transl cell count 5 µM	T cell modulator	T cell modulator vesicle-bound %	WT yeast gro inh	WT yeast gro inh mutant strain	MT stabilizer	MT stabilizer Hoechst-high %	MT stabilizer cytotoxicity %
O=c1c2ccccc2nc(/C=C/c2ccc(O)cc2)n1CCc1ccccc1	6%	-10%	-0.46	-0.23	-0.28	0.68	i	8	i	-2.1	951	i	10	5	-12	1.9	2.3	0.5
O=C(NCc1ccc(F)cc1)C(c1ccccc1)N(CC1CCCO1)C(=O)Cn1nnc2ccccc21 (stereo unspecified)	-1%	16%	-0.18	-0.27	-0.23	0.15	i	-1	i	0.6	549	i	29	10	-1	2.3	1.8	4.1
CCNC(=S)N1CCNC(=O)C1CC(=O)OC (stereo unspecified)	0%	6%	1	-0.1	0.89	-0.73	i	-7	i	-0.2	862	i	56	-7	4	2.1	1.9	14
N#Cc1c(NC(=O)CN2C(=O)c3ccccc3C2=O)oc(-c2ccccc2)c1-c1ccccc1	nt	nt	-0.23	-0.2	0.26	-0.2	i	1	i	nt	nt	i	39	nt	nt	3.7	2.0	5.0
COC(=O)CCN1CCN(S(=O)(=O)c2cccc(Br)c2)CC1	6%	8%	0.12	-0.35	0.0036	-0.51	i	-7	i	-2.2	1093	i	64	-8	1	1.6	1.5	8.3
CN(CC(=O)Nc1ccccc1C(F)(F)F)C(=O)COc1cccnc1[N+](=O)[O-]	2%	3%	-1.1	-0.23	-0.59	0.72	i	7	i	1.1	1090	i	22	-7	6	1.3	1.6	8.7
CN(C)c1ccc(C(=O)NCC2CCCO2)cc1 (stereo unspecified)	1%	16%	0.14	-0.24	-0.06	1.2	i	13	i	-0.2	1198	i	9	-18	-3	1.8	2.2	3.7
CCC(C)(C)n1nnnc1C(c1cc2cccc(C)c2[nH]c1=O)N1CCN(C(=O)c2ccco2)CC1 (stereo unspecified)	16%	7%	-0.81	-0.25	-0.3	0.11	i	0	i	-5.6	1025	i	55	42	97	5.0	3.7	11
C=CCNC(=O)CN1C2CCCC1CC(NC(=O)c1ccccc1C)C2 (stereo unspecified)	6%	13%	-0.3	-0.21	0.67	-0.51	i	5	i	-0.1	985	i	53	5	-5	3.9	1.2	4.2
COc1ccc(CCNC(=O)Cc2ccc(OCc3ccccc3)c(OC)c2[N+](=O)[O-])cc1OCc1ccccc1	1%	-7%	-0.15	-0.19	0.3	1.1	i	-12	nt	-5.6	1030	i	4	13	-3	2.1	0.8	11
C(=N\n1cnnc1)/C1CCCCC1	0%	4%	-0.032	-0.037	0.65	-0.33	i	2	i	1.2	1103	i	18	11	2	2.3	3.4	9.6
CCOC(=O)c1sc(NC(=O)CNCc2cccnc2)c(C(=O)OCC)c1C	2%	0%	-0.22	-0.37	-0.13	0.52	i	-2	i	4.2	1138	i	20	-1	-13	3.2	2.1	8.4
Cn1c(=O)c([N+](=O)[O-])c(-n2cnc3ccccc32)c2ccccc21	10%	2%	-3.3	0.43	-1.5	1	nt	nt	i	0.3	1298	i	35	nt	nt	nt	nt	nt
Cc1cc(N2CCN(c3ccccc3)CC2)n2cc(-c3ccccc3)nc2n1	9%	-5%	0.84	-0.19	-0.037	-0.53	i	-10	i	-0.6	1451	i	11	29	3	0.9	1.1	5.8
CCNC(=S)N/N=C/c1sccc1C	9%	6%	-0.71	-0.11	-0.24	-0.7	i	-10	i	-3.2	1062	i	42	9	-31	2.2	1.6	2.2
CC(=O)c1ccc(NC(=O)c2ccc(CSc3ccccc3)o2)cc1	-2%	14%	0.16	-0.18	-0.054	-0.31	i	25	i	0.9	1024	i	21	44	-5	3.8	2.2	4.8
CS(=O)(=O)c1ccc2nc(NC(=O)CN3C(=O)C4CC=CCC4C3=O)sc2c1 (stereo unspecified)	-3%	3%	-0.58	-0.29	-0.55	0.85	i	37	i	-0.5	1081	i	20	-2	-3	12	0.8	6.9
CCOC(=O)c1c(C)[nH]c(C(=O)CC(=O)OC)c1C	-2%	-2%	-1.1	-0.32	-0.4	0.88	i	3	i	1.2	1422	i	28	-18	5	1.7	2.5	2.2
COc1ccc(-n2c(SCC(=O)Nc3cc(C(=O)O)ccc3C)nc3ccccc3c2=O)cc1Cl	1%	0%	-0.17	-0.11	-0.045	-0.19	nt	nt	i	0.3	1082	i	48	nt	nt	nt	nt	nt
COc1ccc(C(=O)NCc2cccnc2)cc1	12%	1%	-0.32	-0.26	-0.096	0.26	i	-6	i	nt	nt	i	38	1	-14	3.0	2.4	0.7
COc1ccccc1C(=O)C1Nc2ccccc2-c2nnc(SC)nc2O1 (stereo unspecified)	5%	10%	-0.097	0.085	0.52	-0.22	i	3	i	-1.8	1227	i	22	-13	-6	3.1	1.2	0.8
Cc1cc(C)c(NC(=O)c2ccc(CN3CCc4ccccc4C3)cc2)c(C)c1	2%	-13%	0.13	0.49	0.53	-0.59	i	-5	i	-3.7	1222	i	7	-17	-6	3.0	2.6	5.3
CC1C(c2ccccc2)N(C)CCC12NC(=O)NC2=O (stereo unspecified)	8%	-2%	-1.3	-0.22	-0.67	0.091	i	-7	i	nt	nt	i	54	-41	-40	3.1	2.2	6.5
Cc1cccc(NC(=S)NC2CC3C=CC2C3)c1 (stereo unspecified)	4%	-1%	-1.4	-0.25	-0.41	1.2	nt	nt	i	-0.3	1322	i	20	nt	nt	nt	nt	nt
Nc1cc(=O)[nH]c(=O)n1Cc1ccccc1	-3%	-2%	1.1	-0.21	0.83	0.28	i	16	i	4.0	508	nt	nt	14	-6	2.8	2.5	7.0

Other entries
SMILES	M1AAP inhibition	P. falciparum M17LAP	Dynein cargo inh	Dynein cargo inh cytoplasmic EGFP	Dynein cargo inh nuclear GR-EGFP	Dynein cargo inh cell count	Autophagy HCS	Autophagy HCS cell loss 18 h	Yfh1-depleted yeast	b-catenin transl	b-catenin transl cell count 5 µM	T cell modulator	T cell modulator vesicle-bound %	WT yeast gro inh	WT yeast gro inh mutant strain	MT stabilizer	MT stabilizer Hoechst-high %	MT stabilizer cytotoxicity %
CC1=Nn2c(nnc2-c2cc(C)[nH]n2)SC1	0%	-1%	-0.94	-0.34	-0.28	0.72	i	-20	i	-3.4	861	i	46	9	13	4.6	2.0	12
O=C1C2=C(NC(=S)NC2c2ccc(Cl)cc2)NC(c2ccc(Cl)cc2)N1c1ccc(Cl)cc1 (stereo unspecified)	0%	-3%	0.3	0.33	-0.35	-1.9	i	1	i	-0.7	1279	i	12	13	13	2.9	2.0	5.2
Cc1ccc(Oc2ccc(C=O)cn2)cc1	5%	20%	0.035	-0.13	0.4	0.099	i	16	i	-1.0	1024	i	33	-6	14	3.7	2.9	3.5
CCc1nc2oc3cc(OC)ccc3c(=O)c2c(=O)n1Cc1ccco1	0%	19%	-0.29	-0.17	-0.13	0.52	i	-17	i	1.2	753	i	15	nt	nt	2.6	3.1	5.8
COc1ccc(-c2noc(-c3cccc(OC)c3OC)n2)cc1OC	6%	0%	1	-0.066	0.93	-0.6	i	9	i	nt	nt	i	26	10	2	1.6	4.7	9.2
C(=N\Nc1nc(N2CCCC2)nc(N2CCCC2)n1)/c1cccnc1	-6%	0%	-0.6	-0.37	0.089	1	i	-6	i	1.4	894	i	19	-5	-2	1.0	1.1	0.6
CC1=Nc2ccc(C)c3nc(C)cc(c23)N1c1ccc(C)cc1	11%	-43%	nt	nt	nt	nt	i	-3	i	nt	nt	i	55	-2	-4	1.0	1.3	11
O=C(OCC(=O)N1CCN(C(=O)c2ccco2)CC1)c1cc(-c2ccccc2)nc2ccccc12	6%	15%	0.035	-0.17	0.19	0.53	i	-2	i	0.7	1197	i	47	1	1	1.5	1.9	12
CN(C)S(=O)(=O)c1ccc(Cl)c(NC(=O)CSc2nc3c(cc2C#N)C(=O)CCC3)c1	12%	9%	1.1	2.3	1	-1.4	i	-10	i	0.5	928	i	50	7	-22	6.3	3.2	8.9
Cc1ccc(C(=O)O/N=C/c2c(Cl)n(C)c3ccccc23)cc1	9%	3%	1.1	-0.16	0.78	0.18	i	35	i	nt	nt	i	46	-12	24	2.4	1.4	6.1
C=C(C)COc1ccc(-c2nc(N)ncc2Oc2ccc(OC)cc2)c(O)c1	2%	-3%	-0.86	-0.22	-0.2	0.3	i	15	nt	-2.5	980	i	39	-1	-24	3.0	1.9	6.1

Compound activity from PubChem.

This is a random part of the collection; 4.4% or so of the library scored in one or more.
